# BB579 growth dn – chemicals that inhibit yeast BB579 growth in restrictive medium (lifespan-shortening candidates). 140,000 tested, 0.51% active. S. cerevisiae BB579 growth, OD615, 48 h. AID 804. inhibition, % at 10 µM;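 active means inhibition above a set limit, 3 SD over the mean compound inhibition, cut at about 44% in these data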; further: inactives centre near -24
#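 System: Saccharomyces cerevisiae DeaD strain BB579, replicative lifespan model yeast. Buffer or medium: restrictive glucose-based CSMM-D medium. Doses: one dose, 10 µM compound with 0.25% DMSO. Timing: 4 h preincubation and 48 h exposure at 30 °C. Detection: turbidity as optical density at 615 nm. Benchmarks: amphotericin B 10 µg/mL, positive.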
# PTEN del growth – suppresses growth of cells with PTEN deletion; HCT116 PTEN-null viability, CellTiter-Glo, 60 h; hits give low values; viability, % at 10 µM; 140,000 tested, 1.2% active;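 active means viability at or below a set limit, 4 SD under the median of all tested compounds, cut at about 3.7% in these data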;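 further: PTEN knockout HCT116 line with beta catenin targeted HCT116 as companion control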
# NPY-Y2 antag – NPY-Y2 (human) receptor antagonism; NPY-Y2 expressing cells, antagonist mode; inhibition, % at 2.7 µM; P49146; 140,000 tested, 0.99% active; in the data active means inhibition above about 17%;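 further: 0% = vehicle with agonist challenge and 100% = reference antagonist with challenge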
# Target sequence (P49146 whole entry, looked up): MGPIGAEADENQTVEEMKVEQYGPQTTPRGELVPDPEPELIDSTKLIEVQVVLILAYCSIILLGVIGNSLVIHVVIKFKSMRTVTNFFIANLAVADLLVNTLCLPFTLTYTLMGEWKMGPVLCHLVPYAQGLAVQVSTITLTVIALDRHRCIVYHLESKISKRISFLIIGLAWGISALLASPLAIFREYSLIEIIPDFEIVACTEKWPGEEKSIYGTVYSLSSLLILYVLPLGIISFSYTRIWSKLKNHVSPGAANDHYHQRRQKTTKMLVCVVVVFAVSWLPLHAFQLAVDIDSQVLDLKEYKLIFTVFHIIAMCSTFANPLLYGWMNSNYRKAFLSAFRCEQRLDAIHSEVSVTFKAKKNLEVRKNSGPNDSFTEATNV
# GALR2 blocker – antagonists of human galanin receptor 2 (GALR2). O43603. GALR2-expressing cells, antagonist mode. inhibition, % at 4 µM. 140,000 tested, 0.39% active. AID 828; in the data active means inhibition above about 27%;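 further: cells stimulated with galanin 1-16 at roughly its EC80; 0% = agonist challenge control and 100% = basal control without agonist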
# Target sequence (O43603 whole entry, looked up): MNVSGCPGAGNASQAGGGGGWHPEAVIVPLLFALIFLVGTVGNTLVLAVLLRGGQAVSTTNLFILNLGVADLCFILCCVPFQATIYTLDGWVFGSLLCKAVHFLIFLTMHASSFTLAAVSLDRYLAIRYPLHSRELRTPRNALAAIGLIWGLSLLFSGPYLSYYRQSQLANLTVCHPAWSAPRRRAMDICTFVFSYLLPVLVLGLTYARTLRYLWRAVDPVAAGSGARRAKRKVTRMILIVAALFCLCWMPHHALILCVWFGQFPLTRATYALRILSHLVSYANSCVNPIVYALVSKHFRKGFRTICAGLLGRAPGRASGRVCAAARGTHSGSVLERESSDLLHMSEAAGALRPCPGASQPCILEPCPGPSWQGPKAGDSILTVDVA
# bCat KO growth – beta-catenin-lacking colon tumor cell growth suppression | 140,000 tested, 1.5% active | HCT116 beta-catenin knockout viability, CellTiter-Glo, 60 h; hits give low values | viability, % at 10 µM | AID 818;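 active means viability at or under a set limit, the compound median less 4 SD, cut at about 6% in these data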;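 further: 0% = Hyamine 1622 control at 20 µM and 100% = untreated cell control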
# E-sel TNF inh – TNF alpha driven E-selectin expression inhibition; HUVEC TNFa-induced E-selectin immunofluorescence, high content; inhibition, % at 2 µM; 120,000 tested, 0.71% active; AID 1246;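 active means inhibition above the batch mean plus 3 SD, and confirmed as a hit on visual image review, cut at about 43% in these data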;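 further: 0% = TNF-stimulated DMSO wells and 100% = unstimulated control wells; not every result past the cut was called active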
# Measles CPE – protection of cells from measles virus; AID 841; Measles virus-infected cells, CPE protection, absorbance; 140,000 tested, 1.5% active; protection (pct of control), % at 4 µM; in the data active means protection mostly above about 24%, no sharp cut-off; inactive means mostly below about 26%; further: some compounds called inactive have numbers as strong as hits
# MRP1 act – activators of MRP-1. AID 799. viability increase, % at 10 µM. H69AR cells + doxorubicin, viability rescue, CellTiter-Glo. 140,000 tested, 0.61% active;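 active means viability gain under doxorubicin at or above a set limit, the compound median plus 3 SD, cut at about 4.7% in these data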;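 further: MRP-1 overexpressing cells given doxorubicin 25 µM after compound pretreatment; 18-22 h compound pretreatment then 72 h with doxorubicin before readout; 0% = doxorubicin-only wells and 100% = vehicle-treated cells without doxorubicin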
# Phagocyt inh – inhibitors of macrophage phagocytosis; AID 1029; 110,000 tested, 0.07% active; inhibition, % at 5 µM; J774A.1 macrophage IgG-bead phagocytosis, imaging;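 active means inhibition above the mean of the plate negative controls plus 5 SD, cut at about 13% in these data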;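 further: phagocytic index as fraction of beads internalized from green versus red external bead signal; plate controls were DMSO negative control for no effect and cytochalasin-D positive control for full effect; some results beyond the cut were filed as inactive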
# Yeast lifespan up – yeast lifespan extension; S. cerevisiae growth with nicotinamide, OD615; deaD strain in restrictive glucose medium; inhibition of the nicotinamide effect, % at 10 µM; 130,000 tested, 0.68% active;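 active means inhibition above a set limit, placed 3 SD over the median of all compounds, cut at about 26% in these data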;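 further: 0% = nicotinamide-treated wells and 100% = cells grown without nicotinamide; some compounds called inactive have numbers as strong as hits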
#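 Assay system: engineered S. cerevisiae DeaD replicative-lifespan strain, galactose-grown log-phase cells; medium: restrictive CSMM-D dextrose medium; also added: nicotinamide, 1.5 mM, co-present with compound; schedule: 48 h compound exposure at 30 °C, humidified; detection: absorbance at 615 nm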
# An asterisk follows results filed as active; · = no result given.
SMILES,BB579 growth dn,PTEN del growth,NPY-Y2 antag,GALR2 blocker,bCat KO growth,E-sel TNF inh,Measles CPE,MRP1 act,Phagocyt inh,Yeast lifespan up
CCCCNC(=S)N(C)/N=C/c1c(F)cccc1F,-15,94,14,8,96,·,18,-0.9,-4,-8
CCc1ccccc1NC(=S)NCc1ccc2c(c1)OCO2,11,76,5,10,77,-39,8,-3.1,·,-9
O=S(=O)(/C=C/c1ccccc1)Nc1ccc2c(c1)OCO2,-30,80,2,9,91,1,25,-3.8,-1,-2
CCCn1c(SCC(=O)NC(=O)Nc2ccc(C)cc2C)n[nH]c1=O,-36,96,3,-5,95,35,21,0.4,0,-13
COc1cc(/C=N/N2C(=O)c3ccccc3C2=O)ccc1O,-19,105,1,-7,96,·,2,0.1,-5,-6
CSc1cccc(NC(=O)C(C)NS(=O)(=O)c2ccc(F)cc2)c1 (stereo not given),-25,92,5,6,90,1,3,-2.0,-2,1
COc1ccc(OC)c(C2=NOC(C(=O)N3CCN(c4ccccc4)CC3)C2)c1 (stereo not given),16,85,2,-4,101,-3,9,-1.0,·,-8
O=C(NCc1ccccc1)c1ccc(Oc2ccc(C(=O)NCc3ccccc3)cc2)cc1,-50,86,-2,-1,86,23,4,-1.2,0,-12
COCCNC(=O)Cn1cc2c(n1)CCCCC2,-31,98,3,3,96,-28,12,-2.7,0,-2
CC1=C/C(=C/N(C)c2ccccc2)C(=O)S1,-71,102,5,3,84,2,19,-1.1,1,-16
COc1ccc(S(=O)(=O)Cc2ccc(C(=O)N3CCN(c4cccc(C)c4)C(C)C3)o2)cc1 (stereo not given),-14,21,2,-9,23,·,11,-1.2,1,-10
CCC(Sc1nnnn1C)C(=O)Nc1ccc(C(C)=O)cc1 (stereo not given),-3,92,0,13,93,24,9,-1.3,-3,-3
Cc1cccc(C)c1NC(=O)C(c1ccc([N+](=O)[O-])cc1)N(C)C(=O)c1ccccn1 (stereo not given),-20,86,2,-2,85,22,13,-1.4,-1,-1
Cc1cc(C)c2nc(N3CCC(C(=O)NCCCN4CCCCC4)CC3)sc2c1,-1,2.3*,0,-10,3.1*,7,3,-5.6,-2,-6
C/C=C/c1ccc(OCCCCn2cncn2)c(OC)c1,-64,108,2,-6,110,-4,5,0.4,0,-19
COc1ccc(OCC(=O)Nc2cccc3ncccc23)cc1,-34,95,2,-4,88,9,7,-1.2,-1,-12
O=[N+]1C2=C(CCCC2)N([O-])C12CCCC2,-5,92,1,-5,96,·,5,-0.4,1,-15
COc1ccc(CCNC(=O)c2c(-c3ccccc3Cl)noc2C)cc1,5,78,0,-8,85,-100,2,1.2,-1,-16
COC(=O)C(Cc1ccc(O)cc1)NC(=O)c1ccccc1OC (stereo not given),-5,94,4,4,101,-36,13,0.4,2,-10
NC(=O)c1ccccc1NC(=O)/C=C/c1c(Cl)cccc1Cl,-17,93,1,-5,79,41,27,-1.1,·,-8
CCCN1CCN(C(=O)Cn2cccc2C(=O)c2ccccc2)CC1,-7,92,-2,-7,80,-8,8,-2.8,·,-4
Cc1cccc(OCCNc2cc(N3CCN(C)CC3)ccc2[N+](=O)[O-])c1,-21,8,2,0,47,·,8,-2.1,-5,-6
CCOc1cc(N2CCOCC2)c(OCC)cc1NC(=O)COC(=O)c1cccc2ccccc12,5,76,4,-3,80,-5,4,-0.4,-3,-1
Cc1ccccc1C(=O)NNC(=O)C1CCCN(c2ncccn2)C1 (stereo not given),-49,103,2,1,96,-7,26,-1.0,·,0
Cc1c(C=O)c2ccccc2n1CC(=O)N1CCc2ccccc2C1,-34,84,8,-9,94,0,11,-3.4,·,·

# Record cards (already shown). Screens in order: BB579 growth dn	PTEN del growth	NPY-Y2 antag	GALR2 blocker	bCat KO growth	E-sel TNF inh	Measles CPE	MRP1 act	Phagocyt inh	Yeast lifespan up
# COc1cc(/C=N/N2C(=O)c3ccccc3C2=O)ccc1O reads -19	105	1	-7	96	·	2	0.1	-5	-6
# Cc1c(C=O)c2ccccc2n1CC(=O)N1CCc2ccccc2C1 reads -34	84	8	-9	94	0	11	-3.4	·	·
# CCCn1c(SCC(=O)NC(=O)Nc2ccc(C)cc2C)n[nH]c1=O reads -36	96	3	-5	95	35	21	0.4	0	-13

# The list goes on:
SMILES,BB579 growth dn,PTEN del growth,NPY-Y2 antag,GALR2 blocker,bCat KO growth,E-sel TNF inh,Measles CPE,MRP1 act,Phagocyt inh,Yeast lifespan up
CC(C)CCNC(=O)C(c1ccco1)N(Cc1ccccc1)C(=O)c1snc(C(N)=O)c1N (stereo not given),-12,69,2,2,85,-9,16,-3.7,-1,5
CCOC(=O)N1CCC(NC(=O)CCc2nc(-c3ccccc3F)no2)CC1,9,86,2,-4,88,·,11,-2.1,-1,-5
CCOC(=O)c1sc(NC(=O)CSc2nnc(C)s2)c(C(=O)OCC)c1C,7,83,2,-10,79,·,3,-0.1,0,-4
O=C1/C(=C\c2ccccc2Cl)SC(=S)N1CCC(=O)N1CCCc2ccccc21,1,2.6*,0,1,4.8*,-3,5,-4.8,-11,0
Cc1nnc(NC(=O)Cn2c(=O)sc3ccccc32)s1,4,92,1,5,96,-13,1,0.8,·,-9
Cn1c(SCC(N)=O)nnc1C1CCN(S(=O)(=O)c2ccccc2C(F)(F)F)CC1,-23,103,0,3,90,-34,35,-0.2,-3,-4
O=C(C1CC1)N1CCN=C1SCc1ccc(F)cc1,5,89,1,5,97,-11,7,1.1,0,-6
Cc1nnc(N2C(=O)c3oc4ccccc4c(=O)c3C2c2ccco2)s1 (stereo not given),-47,107,2,5,95,-21,2,-1.1,-1,4
CCC(=O)N1CCN(c2ccc(NC(=S)NC(=O)c3cccc([N+](=O)[O-])c3)cc2)CC1,-38,91,2,-17,89,·,9,-0.9,·,·
Cc1ccc(NC(=S)NCCc2ccc(S(N)(=O)=O)cc2)cc1C,13,82,2,-5,90,3,3,-2.9,-7,4
CC1CCCCN1C(=O)CSc1nc(-c2ccccc2)cc(=O)[nH]1 (stereo not given),-82,106,4,-2,105,19,4,-1.2,0,-14
CCN(CC)S(=O)(=O)c1ccc(S(=O)(=O)N2CCN(C(=O)c3ccco3)CC2)cc1,-45,93,3,9,101,8,9,-1.4,·,·
O=C(CCNS(=O)(=O)c1ccc(Cl)cc1)NCc1cccnc1,-14,95,4,-19,98,-15,39,-2.4,0,-5
Cn1c(SCc2ccccn2)nnc1-c1cnccn1,-25,109,5,14,93,-24,15,-1.1,6,-3
Cc1ccc(C(=O)NCc2ccccn2)o1,-11,93,1,6,97,13,3,-0.1,-3,2
CCOC(=O)N1CCN(C(=O)CCSc2ccc(C)cc2)CC1,-38,105,-1,-8,94,-10,4,-1.3,·,-4
CCN(CC)CCCN1C(=O)C(O)=C(C(=O)c2ccco2)C1c1ccc(OC(C)C)cc1 (stereo not given),-15,87,-3,-4,101,-1,3,-2.2,0,-14
O=c1[nH]c2ccc(N=Cc3c(O)ccc4cc(Br)ccc34)cc2[nH]1,-11,90,4,4,89,·,8,4.3,13,13
CCOc1ccc(NC(=O)Nc2cccs2)cc1,-18,77,3,-8,82,·,8,-3.8,1,-6
NS(=O)(=O)c1ccc(NC(=O)COC(=O)C2(c3ccc(F)cc3)CCCC2)cc1,-15,78,-1,11,83,·,2,-1.2,-4,8
O=S(=O)(c1ccc(Oc2ccc(Br)cc2)cc1)N1CCOCC1,-5,40,5,-4,35,-2,25,-1.8,4,-7
Cc1ccc(NCc2ccccc2O)cc1,-49,82,-1,7,95,15,5,-1.9,-3,-10
NC(=S)N/N=C/c1ccc(C(F)(F)F)cc1,21,29,1,-8,31,·,27,-3.4,·,-6
Cn1c(SCC(=O)N2CCCC2)nnc1-c1ccc(S(=O)(=O)N2CCCC2)cc1,-2,85,-2,3,92,-15,3,-0.5,·,-15
CCOC(=O)C1CCN(CC(O)COc2ccc(C(C)(C)C)cc2)CC1 (stereo not given),-66,9,7,-11,8,-11,8,-1.2,0,-10

# New compounds follow
SMILES,BB579 growth dn,PTEN del growth,NPY-Y2 antag,GALR2 blocker,bCat KO growth,E-sel TNF inh,Measles CPE,MRP1 act,Phagocyt inh,Yeast lifespan up
CCCCOC(=O)C1C2C=C[C@]3(CN(CCCOC)C(=O)[C@H]13)O2 (stereo not given in full),12,92,-1,-11,95,·,2,-1.1,3,-13
Cc1ccc(-c2cn3cccnc3n2)cc1NC(=O)c1c(-c2ccccc2Cl)noc1C,-33,23,1,3,21,·,1,-2.5,0,-11
c1ccc2c(Cn3nnc4ccccc43)cccc2c1,13,90,0,-4,98,-21,13,-0.8,-2,-18
CC1Cc2ccccc2N1C(=O)CSc1nc2c(c(=O)n(C)c(=O)n2C)n1Cc1ccccc1 (stereo not given),-108,64,6,-15,55,0,26,-2.4,0,-2
CCCc1nnc(NC(=O)c2ccc([N+](=O)[O-])cc2)s1,-13,97,5,-7,93,·,7,-1.3,-10,-2
CC(NC(=O)/C=C/c1ccco1)c1nc2ccccc2n1Cc1c(Cl)cccc1Cl (stereo not given),24,78,6,11,86,15,6,-1.3,-10,0
CCC(Cc1ccccc1)NC(=O)C1CCN(S(=O)(=O)c2c(C)noc2C)CC1 (stereo not given),-38,88,0,10,79,6,2,-1.5,0,-7
CCOC(=O)CN(C(=O)c1ccccc1)c1ccccc1C,-52,96,4,2,93,7,8,-1.2,3,-12
Fc1ccc(CNc2nc3ccccc3n3nnnc23)cc1,-18,80,1,6,80,·,9,-2.2,-1,-8
CCOC(=O)CNC(=O)CSc1nnc(-c2ccccc2)n1Cc1ccco1,0,104,0,6,103,-15,35,0.5,4,-20
CC1CC1c1ccc(/C=C(\C#N)C(=O)Nc2ccccc2Cl)o1 (stereo not given),-31,94,5,-14,99,-2,24,-3.1,-8,-6
CCCCOc1ccc(NC(=O)C(=O)NCCCn2ccnc2)cc1,-1,72,0,1,79,9,19,0.1,·,-3
CCOC(=O)C1(c2nc(N)cs2)COC(=O)C1 (stereo not given),-23,98,2,7,99,-28,19,-1.6,·,1
COC(=O)c1ccc(NC(=O)CN2CCN(c3cccc(Cl)c3)CC2)cc1,-32,96,9,-12,103,·,3,0.0,1,-3
O=C(NCCF)[C@H]1C[C@@H]1[C@H](NP(=O)(c1ccccc1)c1ccccc1)c1ccccc1,-15,99,3,5,106,-25,29,-2.6,·,1
Cc1cccc(C(C)Nc2ccc([N+](=O)[O-])cn2)c1 (stereo not given),-7,55,2,-1,62,17,43*,-1.3,·,-2
O=C(COc1ccc(Cl)cc1Cl)N1CCCC1,0,110,1,-3,100,-4,16,0.1,0,-5
CSc1nnc(Cc2cc(=O)[nH]c(=O)[nH]2)n1-c1cc(C)ccc1C,-51,100,1,1,107,-19,8,-2.0,-1,-15
CC(=O)Nc1cc(S(=O)(=O)Nc2cccc(C)c2)c(C)cc1C,-25,96,3,-10,107,7,14,-1.7,·,-8
CCc1nn(C(C)C(=O)NCCc2ccc(OC)c(OC)c2)c(=O)c2cc3occc3n12 (stereo not given),-12,98,1,15,89,-33,4,-2.5,-6,-20
CCCCn1c(C)cc(/C=C(\C#N)C(=O)O)c1C,5,98,-1,9,101,·,9,-1.9,-5,0

# Source: PubChem
